# High-throughput results from PubChem BioAssay.
# 14-3-3g Raf: alters human 14-3-3 gamma binding to Raf peptide; P61981; FP, 14-3-3gamma / TMR-pS259-Raf peptide binding; inhibition, % at 40 µM; hit rate 0.19% among 160,000; AID 422; in the data active = inhibition above about 30%;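 also: 0% = protein plus tracer without compound and 100% = blank with tracer alone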
# Target sequence (P61981 whole entry, looked up): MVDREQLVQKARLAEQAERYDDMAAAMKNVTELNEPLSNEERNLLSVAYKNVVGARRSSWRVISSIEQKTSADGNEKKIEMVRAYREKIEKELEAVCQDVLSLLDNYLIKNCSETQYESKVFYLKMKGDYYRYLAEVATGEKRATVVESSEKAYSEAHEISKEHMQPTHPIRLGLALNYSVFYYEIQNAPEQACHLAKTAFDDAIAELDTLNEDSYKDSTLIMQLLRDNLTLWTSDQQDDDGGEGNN
# Active calls of the source: *; & = joins results of further samples. Not all compounds are listed, so the mix of outcomes need not match the whole.
smiles	14-3-3g Raf
CC1(C)CN=C(Nc2ccc(OC(F)(F)Cl)cc2)S1	-9
O=C(CN1C(=O)CN=C(c2ccccc2)c2cc(Cl)ccc21)Nc1cccc(Cl)c1	15
CC(C)N1CCC2(CC1)NC(CO)(CO)CO2	0
CCN(CC)S(=O)(=O)c1ccc(Cl)c(C(=O)Oc2cccc3cccnc23)c1	1
CN(C)CCN=Cc1c(O)n(C2CCCCCC2)c(=O)[nH]c1=O	-5
Cc1ccccc1-n1c(O)c(C=Nc2ccc3c(c2)OCO3)c(=O)[nH]c1=O	-13
CCC(=NCc1ccco1)c1c(O)n(-c2ccccc2)c(=O)[nH]c1=O	-4
O=C(Nc1nccs1)c1c(O)c2ccccc2n(Cc2ccccc2)c1=O	-7
CCOC(=O)c1c(C)n(C(C)C)c2ccc(OC(=O)c3ccco3)cc12	-2
O=c1c2ccccc2nc(C=Cc2ccc([N+](=O)[O-])cc2)n1-c1ccccc1Br	10
O=c1c2ccccc2nc(C=Cc2ccccc2[N+](=O)[O-])n1-c1ccccc1O	-9
COc1ccc(Cl)cc1-n1c(C=Cc2ccc(F)cc2)nc2ccccc2c1=O	-4
CCCC(C)C1C(C#N)=C(N)Oc2c1c(=O)oc1ccccc21 (stereo not drawn)	-5
O=C(c1cn(Cc2ccc(Cl)cc2)c2ccccc12)C(F)(F)F	-7
Cc1cccc(C)c1NC1=NCCCS1	4&7
N#Cc1cc2c(nc1SCC(=O)Nc1ccc(Cl)cc1)C1CCN2CC1	-3
Cc1sc2ncn(CC(=O)N3CCC4(CC3)OCCO4)c(=O)c2c1C	4
c1ccc(CCCN2CCN(C3CCCCC3)CC2)cc1	-7
Nc1ncc(P(=S)(N2CCOCC2)N2CCOCC2)s1	1
COc1cccc(OCC(=O)N2CCN(C)CC2)c1	-20
CC(C)CCn1c(=O)c(C(=O)Nc2nc3ccc(F)cc3s2)c(O)c2ccccc21	-2
Cn1ncc([N+](=O)[O-])[n+]1[O-]	4
CCOC(=O)c1ncn2c1[C@@H]1CCCN1C(=O)c1cc(OC)ccc1-2	0
COc1ccc2c(c1)c(C(=O)O)c(C)n2CC(C)C	7
O=c1c(Cl)c(Cl)[nH]c(Cl)c1Cl	10
O=C1NCCN2CCCC12 (stereo not drawn)	-8
CC1(c2ccccc2)CNC(=O)C1 (stereo not drawn)	-1
O=C(NCC(c1cccnc1)N1CCN(c2ccccc2F)CC1)Oc1ccccc1 (stereo not drawn)	3
O=C(CCCl)Nc1ccc(Br)cc1C(=O)c1ccccc1Cl	-13
FC(F)(F)C1(C(F)(F)F)NC2C(Br)CC1C2Cl (stereo not drawn)	-2
O=C(COc1ccc(Br)cc1)N1CCN(C2CCCC2)CC1	-8
O=C(Nc1nc(C23CC4CC(CC(C4)C2)C3)cs1)c1c(O)c2c(n(Cc3ccccc3)c1=O)CCCC2	3
COc1ccccc1-n1c(C=Cc2ccc([N+](=O)[O-])cc2)nc2ccccc2c1=O	-6
C=CCOC(=O)C1=C(C)OC(N)=C(C(=O)OCC)C12C(=O)N(CC(N)=O)c1ccccc12 (stereo not drawn)	-4
Cc1cc(OCC(=O)OC(C)C)c2c3c(c(=O)oc2c1)CCCC3	-2
NCC(CP(=O)(O)O)c1ccc(Cl)cc1 (stereo not drawn)	-6
Cc1ccc2c(c1)C1CN(C)CCC1N2C(=O)c1ccc(Br)o1 (stereo not drawn)	-9&-17
O=C1C=CC(=O)C=C1	-5
O=c1[nH]c(=O)n(C2CCCCCC2)c(O)c1C=NCCCN1CCOCC1	1
Cc1ccc(N)c(C(=O)c2cccc(Cl)c2)c1	-29
Cc1ccc(-n2c(C(F)(F)F)nc3ccccc3c2=O)cc1	-3
CCCCn1c(O)c(C(C)=NCCN2CCCCC2)c(=O)[nH]c1=O	-8
CC(=O)Nc1ccc(OC(=O)N(C)c2ccccc2)cc1	4
CCCCCc1nc2ccccc2c(=O)n1-c1ccccc1O	-8
Cc1ccc(Cn2c(C)c3cnn(CC(=O)N4CCC5(CC4)OCCO5)c(=O)c3c2C)cc1	-8

# Taken from the listing for reference:
smiles	14-3-3g Raf
CC1(C)CN=C(Nc2ccc(OC(F)(F)Cl)cc2)S1	-9
O=C(CN1C(=O)CN=C(c2ccccc2)c2cc(Cl)ccc21)Nc1cccc(Cl)c1	15
CC(C)N1CCC2(CC1)NC(CO)(CO)CO2	0
CCN(CC)S(=O)(=O)c1ccc(Cl)c(C(=O)Oc2cccc3cccnc23)c1	1
CN(C)CCN=Cc1c(O)n(C2CCCCCC2)c(=O)[nH]c1=O	-5
Cc1ccccc1-n1c(O)c(C=Nc2ccc3c(c2)OCO3)c(=O)[nH]c1=O	-13
CCC(=NCc1ccco1)c1c(O)n(-c2ccccc2)c(=O)[nH]c1=O	-4
O=C(Nc1nccs1)c1c(O)c2ccccc2n(Cc2ccccc2)c1=O	-7
CCOC(=O)c1c(C)n(C(C)C)c2ccc(OC(=O)c3ccco3)cc12	-2
O=c1c2ccccc2nc(C=Cc2ccc([N+](=O)[O-])cc2)n1-c1ccccc1Br	10
O=c1c2ccccc2nc(C=Cc2ccccc2[N+](=O)[O-])n1-c1ccccc1O	-9
COc1ccc(Cl)cc1-n1c(C=Cc2ccc(F)cc2)nc2ccccc2c1=O	-4
CCCC(C)C1C(C#N)=C(N)Oc2c1c(=O)oc1ccccc21 (stereo not drawn)	-5
O=C(c1cn(Cc2ccc(Cl)cc2)c2ccccc12)C(F)(F)F	-7
Cc1cccc(C)c1NC1=NCCCS1	4&7
N#Cc1cc2c(nc1SCC(=O)Nc1ccc(Cl)cc1)C1CCN2CC1	-3
Cc1sc2ncn(CC(=O)N3CCC4(CC3)OCCO4)c(=O)c2c1C	4
c1ccc(CCCN2CCN(C3CCCCC3)CC2)cc1	-7
Nc1ncc(P(=S)(N2CCOCC2)N2CCOCC2)s1	1
COc1cccc(OCC(=O)N2CCN(C)CC2)c1	-20
CC(C)CCn1c(=O)c(C(=O)Nc2nc3ccc(F)cc3s2)c(O)c2ccccc21	-2
Cn1ncc([N+](=O)[O-])[n+]1[O-]	4
CCOC(=O)c1ncn2c1[C@@H]1CCCN1C(=O)c1cc(OC)ccc1-2	0

# Next part:
smiles	14-3-3g Raf
NC(CCCCCP(=O)(O)O)C(=O)O (stereo not drawn)	-1
Clc1ccc2c(c1)C1C=CCC1C(c1cccnc1)N2 (stereo not drawn)	-197
Cc1ccc(-n2c(O)c(C=Nc3ccccc3N)c(=O)[nH]c2=O)cc1C	-4
CCOC(=O)c1c(CN2CCCCC2)n(Cc2ccccc2)c2cc(Br)c(O)cc12	-2
CCC(=O)N1N=C2C3CCN(CC3)C2C1c1ccc([N+](=O)[O-])cc1 (stereo not drawn)	-8
COc1ccc(-n2c(=O)[nH]c3ccccc3c2=O)cc1	18
Cc1c(Cl)cccc1-n1c(C=Cc2ccc(F)cc2)nc2ccccc2c1=O	5
Clc1ccc(COC(Cn2ccnc2)c2ccc(Cl)cc2Cl)cc1 (stereo not drawn)	-5
CCN(CC)CCCC(C)N=C(c1ccccc1)c1c(O)n(C)c(=O)n(C)c1=O (stereo not drawn)	-1
Cc1ccc2c(c1)C1CN(C)CCC1N2C(=O)Cn1cnc2c1c(=O)n(C)c(=O)n2C (stereo not drawn)	0
CN(C)c1ccc(CN2CC=C(c3ccc(F)cc3)CC2)cc1	0
Cc1nc2ccc(I)cc2c(=O)n1-c1cccc(C(F)(F)F)c1	-3
O=C1CSC(c2ccc(OCc3ccccc3)cc2)c2c(n(C3CCCCC3)[nH]c2=O)N1 (stereo not drawn)	-5
CCCCC1(CN2CCCC2=O)C(=O)NC(=O)NC1=O	8
C[C@@H](N)Cc1cnc[nH]1	-9
O=C(CCc1nc(-c2ccccc2F)no1)N1CCC2(CC1)OCCO2	1
CCC(C)N1CCN(Cc2c[nH]c3ccccc23)CC1 (stereo not drawn)	-5
c1ccc(C2CC3CC4(CCCC4)N2O3)cc1 (stereo not drawn)	0
Cc1cc(Cl)ccc1OCCNC(=O)c1cccs1	-29
CCOCCN1CCC(OC(C)=O)C(C)C1 (stereo not drawn)	0
O=P1(N(CCCl)CCCl)NCCCO1 (stereo not drawn)	-8
COc1ccccc1-n1c(O)c(C=NCc2ccc3c(c2)OCO3)c(=O)[nH]c1=O	3
Cc1ccc(C)c(C2(O)CC(C)N(C)CC2C)c1 (stereo not drawn)	5
CC1(C)CC2(CCO1)NCCN1C(=O)CSC12 (stereo not drawn)	-12
COc1ccccc1CN1CCCCC1c1cccnc1 (stereo not drawn)	-4
CC1CC(O)(c2ccccc2)C(C)CN1C (stereo not drawn)	-7
CCOc1ccc(C2NC(=S)NC(c3ccc(OCC)c(OC)c3)C23C(=O)NC(=O)NC3=O)cc1OC (stereo not drawn)	2
c1cncc(C2N3CCCN2CC3)c1 (stereo not drawn)	-5
CN1CCN(CC(=O)Nc2ccc(Cl)cc2C(=O)c2ccccc2)CC1	5
CCc1ccc(OCCCN=C(C)c2c(O)n(C)c(=O)n(C)c2=O)cc1	6
CCOc1cccc(C2NCc3ccccc3-n3cccc32)c1O (stereo not drawn)	0
C=CCN1C[C@@H](C)N([C@H](c2ccc(C(=O)N(CC)CC)cc2)c2cccc(OC)c2)C[C@@H]1C	2
O=c1[nH]c(=O)n(Cc2ccccc2)c(O)c1C=NCCCO	1
Oc1ccc2c3c1O[C@H]1c4[nH]c5ccccc5c4C[C@@]4(O)C(C2)N(CC2CC2)CCC314 (stereo partly drawn)	-10
CCCCP(=O)(O)c1ccccc1	-4
O=C(C1CC(=O)N(C2CCCCC2)C1)N1CCC2(CC1)OCCO2 (stereo not drawn)	2
COc1ccc(-n2c(C(C)Oc3ccc(Cl)cc3)nc3ccccc3c2=O)cc1 (stereo not drawn)	-32
O=C(c1cc(-c2cccnc2)nc2ccc(Cl)cc12)N1CCC2(CC1)OCCO2	-13
O=C(Cc1ccccc1)OCn1nnc2ccccc2c1=O	-5
c1ccc2oc(N3CCNCC3)nc2c1	-8
CC(C)n1cc(C(=O)N(CC(=O)NC2CCCC2)Cc2ccccc2)cn1	4
CN1CCC(N(C)c2nc(-c3ccccc3)nc3ccccc23)CC1	-31
O=c1c2ccccc2nc(CN2CCCCCC2)n1-c1ccc(F)cc1	5
CCN(CC)C(=O)c1ccc(N2C(=O)C3C4C=CC(C4)C3C2=O)cc1 (stereo not drawn)	-6
C=CCn1c(O)c(C(CC)=NCCCO)c(=O)[nH]c1=O	4
CCOC(=O)c1c(C)n(Cc2ccccc2)c2ccc(OCC(O)CN3C(=O)CNC3=O)cc12 (stereo not drawn)	-12
CC(=O)N1CCC2(CC1)CC(=O)c1cc(OCC(=O)N3CCN(C)CC3)ccc1O2	-9&13
O=C(Nc1ccc(Br)cc1C(=O)c1ccccc1)c1ccccc1Br	-11
O=C(NC1CC1)C1CSC(c2cccnc2)=N1 (stereo not drawn)	-9&1
CC(=O)OC1CCNC2CCCCC21 (stereo not drawn)	-7
CC(C)CC1N=C(c2ccccc2)c2ccccc2N(Cc2cc(=O)n3ccccc3n2)C1=O (stereo not drawn)	-8
Cc1cccc(NC(=O)CN2C(=O)CN=C(c3ccccc3)c3ccccc32)c1C	0
O=C(Cc1ccccc1)OC1=C(c2ccccc2)C(=O)c2ccccc21	4
CCN(CC)CCSc1nc2ccccc2c(=O)n1-c1ccc(OC)cc1	7
O=C(Cc1ccccc1)Oc1ccccc1N1C(=O)CCC1=O	-1
NC(=O)CN1CC(O)CC1=O (stereo not drawn)	-1
OCCOCC#CCN1CCCCC1	-1
CCOC(=O)C1=C(N)OC(C)=C(C(=O)OCCOC)C12C(=O)N(C)c1ccccc12 (stereo not drawn)	3
Cc1cc(-n2c(C=Cc3cccs3)nc3ccccc3c2=O)ccc1Br	0
CN1CCN(C(=O)Cc2nc3ccccc3[nH]2)CC1	-9

# More structures.
smiles	14-3-3g Raf
CCc1ccccc1NC(=O)CN1C(=O)C(C)N=C(c2ccccc2)c2cc(Cl)ccc21 (stereo not drawn)	-52
CCOC(=O)C1C(=O)NC2(C)Oc3ccccc3C1C2C (stereo not drawn)	4
CCOP(=S)(OCC)SCC(=O)c1c(O)cc(C)oc1=O	-59
CCOP(=O)(C#CC(C)(C)C)C(O)(c1ccccc1)C(F)(F)F (stereo not drawn)	-3
COc1ccc(C(c2ccc(OC)cc2)C(Cl)(Cl)Cl)cc1	1
C=CCOC(=O)C1C2NC(=S)N(c3cccc(C)c3)C1(C)Oc1c(OCC)cccc12 (stereo not drawn)	-5
